PriA SSB inh: blocks PriA binding to SSB C-terminal tail. AlphaScreen SSBct-PriA binding, biotinylated peptide. inhibition, % at 33 µM. actives 0.6% (n = 430,000). AID 1272365; in the data active = inhibition mostly above about 37%, no sharp cut-off; inactive = mostly below about 20%;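 note: plate controls were negative control peptide for no effect and reference peptide for full effect; strong numbers were not always called active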
TcdB GH inh: blocks C. difficile toxin B glycohydrolase activity | P18177 | TcdB glycohydrolase enzymatic assay, plate reader | inhibition, % at 9.99 µM | actives 0.24% (n = 350,000); in the data active = inhibition above about 10%
VHR inh abs: blocks human VHR1 dual specificity phosphatase. P51452. recombinant VHR phosphatase, pNPP absorbance. inhibition, % at 13.3 µM. actives 0.52% (n = 290,000). AID 1654; in the data active = inhibition above about 50%; note: some compounds called inactive have numbers as strong as hits
Target sequence (P51452 whole entry, looked up): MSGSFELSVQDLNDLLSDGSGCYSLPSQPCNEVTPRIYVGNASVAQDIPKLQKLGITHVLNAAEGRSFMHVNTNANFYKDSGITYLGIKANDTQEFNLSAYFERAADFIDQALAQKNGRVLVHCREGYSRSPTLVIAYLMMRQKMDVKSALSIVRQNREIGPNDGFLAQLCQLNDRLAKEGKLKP
CCHFV vOTU inh: blocks the CCHF virus ovarian tumor domain protease; CCHFV vOTU protease, Pep-AMC fluorescence; inhibition, % at 11.5 µM; actives 0.55% (n = 370,000); AID 651958; in the data active = inhibition above about 30%; note: 0% = vehicle wells with enzyme and 100% = no enzyme wells
Rv3671c inh: Rv3671c (M. tuberculosis) protease inhibition; actives 0.048% (n = 320,000); P9WHR9; inhibition, % at 5.96 µM; AID 2606; in the data active = inhibition above about 38%;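 note: extracellular domain of Rv3671c used as enzyme; 0% = enzyme with DMSO and 100% = no enzyme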
Target sequence (P9WHR9 whole entry, looked up, the tested form may be a part): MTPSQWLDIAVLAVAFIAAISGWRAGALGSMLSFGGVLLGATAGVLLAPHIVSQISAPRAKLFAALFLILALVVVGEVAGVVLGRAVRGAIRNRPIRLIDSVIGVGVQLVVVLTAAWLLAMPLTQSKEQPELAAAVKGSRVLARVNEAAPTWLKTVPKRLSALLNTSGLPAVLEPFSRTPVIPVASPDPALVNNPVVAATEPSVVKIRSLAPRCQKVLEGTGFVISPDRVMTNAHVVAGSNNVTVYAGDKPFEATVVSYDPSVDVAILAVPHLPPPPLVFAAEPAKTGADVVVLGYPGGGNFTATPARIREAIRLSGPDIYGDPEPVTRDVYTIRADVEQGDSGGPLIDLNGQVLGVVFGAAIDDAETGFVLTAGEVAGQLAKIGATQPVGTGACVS
PrPC surface inh: cell surface PrPC inhibition, primary TR-FRET screen | P04156 | TR-FRET read-out | inhibition, % at 13.8 µM | actives 0.43% (n = 370,000); in the data active = inhibition above about 24%; note: 0% = median of the test wells and 100% = reference compound wells
3CLpro inhibitor: SARS-CoV 3CLpro protease inhibition | P0C6X7 | recombinant SARS-CoV 3CLpro, quenched FRET peptide cleavage | inhibition, % at 6 µM | actives 0.14% (n = 290,000) | AID 1706; in the data active = inhibition above about 12%
BH1578 lux ind: quorum light induction in luxS cqsA deficient V. cholerae. V. cholerae BH1578 lux reporter, luminescence, 6 h. activation, % at 18.7 µM. actives 0.16% (n = 350,000). AID 588436; in the data active = activation mostly above about 9.7%, no sharp cut-off; note: not every result past the cut was called active; inactives centre near 0; reference of the scale not given here
Y pestis TopoI: Y. pestis Topo-I inhibition via cleavage products | Y. pestis Topo-I cleavage product accumulation, plate reader | activity, % at 10 µM | actives 0.064% (n = 360,000) | AID 504884; in the data active = activity above about 50%, passing the limit was not always enough; note: inactives centre near 2
MazF activator: increases E. coli MazEF RNase cleavage of RNA; FAM/BHQ RNA-DNA oligo cleavage fluorescence, 5 h; activation, % at 20 µM; P0AE70; AID 504720; actives 0.32% (n = 350,000); in the data active = activation above about 50%
Target sequence (P0AE70 whole entry, looked up): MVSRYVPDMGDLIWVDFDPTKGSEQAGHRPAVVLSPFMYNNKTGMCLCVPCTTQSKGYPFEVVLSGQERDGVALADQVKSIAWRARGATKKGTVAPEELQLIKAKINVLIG
Active calls of the source: *; i = inactive; . = not tested or not shown; & = joins results of further samples. A portion of the library. The share of hits here may be higher or lower than overall.

SMILES | PriA SSB inh | TcdB GH inh | VHR inh abs | CCHFV vOTU inh | Rv3671c inh | PrPC surface inh | 3CLpro inhibitor | BH1578 lux ind | Y pestis TopoI | MazF activator
C/C(=N\NS(=O)(=O)c1ccc(Cl)cc1)c1ccc(O)cc1 | . | 1.4 | 29 | 7 | -5 | 1 | 1 | -0.9 | 10 | 4
Cc1ccc(CCNC(=O)CCS(=O)(=O)c2ccc3nc(C)sc3c2)cc1 | -13 | 0.9 | -2 | 1 | -5 | -5 | 1 | -0.3 | -6 | -3
O=C(NCc1cccs1)C1CC(c2ccc(F)cc2)=NO1 (stereo unspecified) | -8 | 1.0 | 6 | 0 | -3 | -9 | -2 | -0.5 | 1 | -6
CCN(CC)c1cccc(OC2=NS(=O)(=O)c3ccccc32)c1 | 10 | . | 10 | 2 | 23 | -3 | 7 | -0.3 | -2 | 0
COc1ccc(N2C(=O)CCC2(C(N)=O)c2ccccc2)cc1 (stereo unspecified) | . | . | 20 | . | 5 | . | 3 | i | 1 | .
Cc1cccc(-c2nc(CS(=O)CC(=O)N3CCCCC3)c(C)o2)c1 (stereo unspecified) | -6 | 1.4 | 40 | -1 | -7 | -1 | -1 | i | 13 | -16
O/N=C1/CCc2cccc3cccc1c23 | . | . | 29 | -9 | 2 | 1 | 2 | i | -10 | 2
CC1CCN(C(=O)COC(=O)c2cc(Cl)cc(Cl)c2N)CC1 | -22 | 0.3 | 6 | -103 | -14 | 11 | 2 | -0.5 | 11 | -6
Cc1ccc(OCCSCc2nnc(NC(=O)Nc3cccc(Cl)c3)s2)cc1 | -4 | . | -1 | -2 | 1 | -2 | 1 | -0.3 | 25 | -4
COc1ccc(CCn2nnc(-c3ccc(NC(C)=O)c(Cl)c3)n2)cc1 | 3 | . | 20 | 1 | -1 | -3 | -5 | -0.6 | 13 | -1
O=c1ccc(=O)n(CCc2ccccn2)[nH]1 | -22 | 0.5 | . | 1 | . | -5 | . | 0.8 | -7 | -5
Cn1c(SSc2ccc(-c3cccnc3)n2C)ccc1-c1cccnc1 | 24 | 1.4 | . | -4 | . | -5 | . | i | 27 | 8
Oc1c(Br)cc(Br)c(/C=N/n2c(-c3ccccc3)n[nH]c2=S)c1Br | . | -2.9 | -28 | 8 | -4 | 9 | 9 | -0.4 | 0 | -12
O=C(NCC1=C(c2ccc3ccccc3c2)C[C@@H]2CC[C@H]1N2Cc1ccco1)c1nccs1 | . | 0.4 | . | 9 | . | 5 | . | i | 15 | 5
Cc1cccc(NC(=O)c2cnc3scc(C)n3c2=O)c1 | -14 | -0.9 | 34 | 6 | -5 | 10 | 1 | -0.1 | -9 | -5
O=C(Nc1ccccc1C(=O)NC1CCCCC1)c1ccccc1 | -14 | 0.2 | 15 | 3 | -14 | 0 | 0 | -1.3 | 7 | 0
COc1cc(/C=C(\C#N)C(=O)N2CCc3ccccc32)ccc1O | -8 | 9.3 | 0 | -4 | -1 | 2 | -1 | 4.3 | 5 | -35
O=C(Cn1cnc2ccccc2c1=O)N1CCN(c2ccc(F)cc2)CC1 | -2 | 2.3 | -2 | -1 | -11 | 5 | 3 | -0.2 | 0 | 4
Cc1cc(NC(=O)C(C)Sc2nc(-c3cccs3)nc3ccccc23)no1 (stereo unspecified) | -3 | 0.5 | . | -9 | . | 43* | . | -0.9 | -1 | 19
COc1ccccc1C1CCCN1Cc1nc(-c2ccc(C)s2)oc1C (stereo unspecified) | -6 | 1.2 | 25 | -2 | -1 | -6 | 5 | -0.2 | 10 | -16
Cc1ccc2c(Cl)c(C(=O)Nc3nn[nH]n3)sc2c1 | -9 | -0.8 | 20 | 3 | 10 | 13 | 3 | -0.2 | 16 | -25
Cc1ccc(N2CC(C(=O)N3CCOCC3)CC2=O)cc1C (stereo unspecified) | -5 | 1.1 | -8 | -19 | 11 | 5 | 0 | -0.2 | 4 | -1
Cc1ccc([C@@H]2C[C@H]3CN(Cc4cccc(Cl)c4)C(=O)[C@]34CCCN24)o1 | -3 | 0.9 | 15 | -1 | -3 | -7 | 4 | -3.3 | 4 | -4
O=C1OC(Nc2ccc3c(c2)OCO3)c2ccccc21 (stereo unspecified) | -6 | . | 15 | 5 | -6 | -16 | -4 | 6.2 | 4 | 0
Cc1nc(/C(N)=N/OC(=O)c2cccc(Cl)c2)c(C(F)(F)F)o1 | . | 0.9 | 33 | -10 | 5 | 1 | -2 | -0.8 | -5 | 4
CCN(CC(=O)NCc1cccs1)C(=O)c1ccc(S(=O)(=O)Nc2ccccc2C)cc1 | -6 | 2.7 | . | -3 | 6 | -4 | . | 0.6 | -4 | -1
Cc1ccc2[nH]c3c(=O)n(CCCN4CCOCC4)cnc3c2c1 | 14 | . | 4 | -18 | -7 | 3 | 1 | -0.3 | -5 | 1
Cc1ccc(S(=O)(=O)N(Cc2ccccc2)c2ccccc2C(=O)N2CCCCC2)cc1 | -15 | 1.2 | -8 | 10 | 16 | -7 | 4 | -3.8 | 35 | -2
CCOc1ccc(N2C=Nc3ccc(OCC)cc3C2)cc1 | -7 | 1.2 | 5 | 19 | -5 | -3 | 1 | i | 17 | 5
Cc1nc(C(=O)Nc2cccc(Cl)c2Cl)nn1-c1cc(OC(C)C)c(Cl)cc1Cl | . | . | 19 | 6 | -10 | 2 | 4 | i | -2 | -35
CC(C)CCOc1ccc(-c2c(=O)n(OCc3ccc([N+](=O)[O-])cc3)c3ccccc3[n+]2[O-])cc1 | 7 | . | 16 | 20 | 0 | 4 | 2 | i | -1 | -7
O=C(O)c1ccc(Cn2cc(C(F)(F)F)ccc2=O)cc1 | -3 | 0.9 | -10 | -6 | 3 | -4 | 6 | i | 3 | 2
Cn1c(N)c(C(=O)CSc2nnc(NC3CCCCC3)s2)c(=O)n(C)c1=O | -10 | -0.5 | . | -14 | . | 2 | . | i | 17 | 6
COc1ccc(CCNC(=O)Cn2nc(C(=O)O)c3ccccc3c2=O)cc1OC | -5 | 1.1 | 12 | 4 | 2 | 0 | 0 | -0.3 | -7 | 5
COc1ccccc1C(=O)NCCn1cc(SCC(=O)NCC2CCCO2)c2ccccc21 (stereo unspecified) | -1&28 | 0.2 | -12 | -6 | -2 | -5 | -3 | -0.4 | 22 | 7
Cc1ccc(S(=O)(=O)N2CCN(S(=O)(=O)N3CCCCC3)CC2)c(C)c1 | -8 | -0.5 | -23 | -9 | -4 | -2 | 9 | -0.2 | -2 | 3
O=C(NCc1ccc2c(c1)OCO2)c1ccc2c(c1)C(=O)N(Cc1cccnc1)C2=O | -8 | . | -14 | 10 | 0 | 1 | -5 | i | -9 | 3
OC1COC(OCC2OC(OCc3ccccc3)C(O)C(O)C2O)C(O)C1O (stereo unspecified) | 3 | -1.1 | 16 | 9 | 2 | -3 | 6 | -0.5 | -1 | -8
C/C=C/C(=O)Nc1ccccc1Br | -1 | -2.2 | 6 | 4 | -6 | 4 | -5 | -7.1 | 3 | 3
CN(C)CCn1nnnc1SCC1=C(C(=O)O)N2C(=O)[C@@H](NC(=O)Cc3csc(N)n3)[C@H]2SC1 | -10 | 0.1 | . | 2 | 1 | -6 | . | 0.0 | 7 | -6
O=c1c2c3c(sc2n(CCN2CCCC2)c(=O)n1Cc1ccccc1)CCCCC3 | 4 | -0.4 | 19 | 10 | 0 | 1 | -1 | i | 11 | 5
CCOC(=O)CSc1nc2c(c(=O)n1-c1ccc(OCC)cc1)SCC2 | -7 | 0.5 | -6 | 1 | 1 | -2 | 1 | -8.3 | -4 | -1
O=C(CN1CCC(n2nnc3ccccc32)CC1)Nc1ccc2c(c1)CCC2 | -3 | . | 9 | -8 | -5 | 0 | 4 | -0.4 | 27 | 7
CCc1ccc2c(c1)cc(CN(C(=S)Nc1ccccc1C)C1CC1)c1nnnn12 | -1 | . | 24 | -14 | -13 | -10 | -1 | i | 13 | 3
Cc1sc2ccccc2c1CNC[C@H]1O[C@@H](n2cnc(C(N)=O)n2)[C@H](O)[C@@H]1O | -5 | -3.7 | . | 10 | . | 4 | . | i | 4 | 4
O=C(Nc1cccc(Cl)c1Cl)c1csc([C@@H]2O[C@H](CO)[C@@H](O)[C@H]2O)n1 | . | 1.0 | . | 8 | . | -5 | . | i | -7 | .
Cc1ccc(OCCNS(=O)(=O)c2ccc(Cl)cc2)cc1 | -5 | -0.3 | . | 11 | 0 | -6 | . | -1.4 | 23 | -23
CCOC(=O)N1CCN(CC(=O)Nc2ccc(F)c(F)c2F)CC1 | -3 | . | 7 | 4 | 0 | 7 | 0 | -0.2 | 8 | 13
O=C(CN1C(=O)/C(=C/c2cccc(Br)c2)SC1=S)NC1=NCCS1 | -6 | 0.7 | 23 | 0 | -45 | 0 | 0 | -0.3 | 5 | 7
Cc1ccc(C2(C)NC(=O)N(CC(=O)NNC(=O)c3cc(C)oc3C)C2=O)cc1 (stereo unspecified) | -1 | 7.4 | . | -5 | 6 | -5 | . | -1.4 | 2 | 3
COc1ccc(CCNC(=O)c2ccccc2NC(=O)c2ccco2)cc1OC | -10 | . | 23 | 0 | -6 | 0 | 2 | -0.2 | 7 | 0
COCCN1C(=O)C(=O)/C(=C(/O)c2ccc(S(=O)(=O)N3CCCCC3)cc2)C1c1ccc(OC)c(OC)c1 (stereo unspecified) | . | -2.2 | 31 | -11 | -11 | -3 | -2 | -0.1 | -4 | -1
COc1ccc(C(C)(C)C)cc1NC(=O)Cn1cnnn1 | 4 | 0.4 | 22 | -8 | 2 | -7 | 1 | -0.3 | -10 | 3
CC1CC1C(=O)Nc1nc2ccc(Cl)cc2s1 (stereo unspecified) | -17 | -2.3 | . | -10 | -4 | 7 | . | -0.4 | -2 | 9
O=C(CCc1nnc2ccc(N3CCCC3)nn12)Nc1cc(F)ccc1F | 0 | -2.9 | 27 | -1 | -5 | 0 | 3 | i | 10 | 1
CCN(C(=O)CSc1nnc(-c2ccc(Cl)cc2)n1C)C1CCS(=O)(=O)C1 (stereo unspecified) | -5 | -0.3 | 26 | -14 | 1 | 7 | -1 | i | -4 | 7
Cc1ccc(-n2c(O)c(C=Nc3ccc(S(=O)(=O)Nc4ncccn4)cc3)c3ccccc3c2=O)cc1C | -2 | 0.7 | 10 | 1 | 1 | -1 | -2 | 0.7 | -2 | 3
CC(C)=N/N=C(/c1ccc([N+](=O)[O-])cc1)C12CN3CN(CN(C3)C1)C2 | . | 0.9 | 4 | -5 | -4 | -1 | 1 | -2.7 | -5 | 5
COc1ccccc1C(=O)NC(=O)Nc1c(C)cc(C)cc1C | -4 | 2.2 | -13 | -3 | -16 | -3 | -2 | 5.6 | 33 | 3
CC(C)N(C(=O)CSc1nc(COc2ccccc2)nc2ccccc12)C(C)C | -28 | 0.8 | 7 | 10 | -2 | 13 | 5 | -0.4 | 46 | -35
O=C(CNc1cccc2ccccc12)N/N=C/C(Br)=C/c1ccccc1 | . | . | 36 | 82* | 5 | -10 | 6 | 0.9 | -11 | 7
COc1ccc(OC)c(S(=O)(=O)n2cccn2)c1 | -6 | . | 25 | -9 | 12 | 3 | -4 | -0.2 | 0 | -4

Arranged by length of the SMILES (falling): five of the compounds above
SMILES | PriA SSB inh | TcdB GH inh | VHR inh abs | CCHFV vOTU inh | Rv3671c inh | PrPC surface inh | 3CLpro inhibitor | BH1578 lux ind | Y pestis TopoI | MazF activator
CCN(C(=O)CSc1nnc(-c2ccc(Cl)cc2)n1C)C1CCS(=O)(=O)C1 (stereo unspecified) | -5 | -0.3 | 26 | -14 | 1 | 7 | -1 | i | -4 | 7
CCc1ccc2c(c1)cc(CN(C(=S)Nc1ccccc1C)C1CC1)c1nnnn12 | -1 | . | 24 | -14 | -13 | -10 | -1 | i | 13 | 3
O=C(CN1CCC(n2nnc3ccccc32)CC1)Nc1ccc2c(c1)CCC2 | -3 | . | 9 | -8 | -5 | 0 | 4 | -0.4 | 27 | 7
Cc1ccc(OCCNS(=O)(=O)c2ccc(Cl)cc2)cc1 | -5 | -0.3 | . | 11 | 0 | -6 | . | -1.4 | 23 | -23
COc1ccc(C(C)(C)C)cc1NC(=O)Cn1cnnn1 | 4 | 0.4 | 22 | -8 | 2 | -7 | 1 | -0.3 | -10 | 3

Screens (PubChem)
